BRCA1 expr up = qHTS Assay to Identify Small Molecule Activators of BRCA1 Expression; MCF7-BRCA1-FFLuc reporter, luminescence, 48 h; response scale: scaled: vehicle 0%, 10 µM genistein 100%; Potency, µM (top dose mostly 46.1 µM), for inactives: top-dose activation, actives largely listed as activators; 380,000 compounds, 1.1% hits; further: nearly all actives have a fitted effect of over 80% in size; some results filed as inactive show a strong effect at the top dose
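Compounds are tested at multiple concentrations on MCF7 BRCA1-luciferase reporter cells seeded at 2000 per well; after 48 h, a single luminescence end-point is taken and curves fitted to the normalized data.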
RORgamma inh = qHTS for inhibitors of ROR gamma transcriptional activity; 310,000 compounds, 5.4% hits; Drosophila S2 Gal4-RORgamma UAS-luciferase reporter, 20 h; Potency, µM (series often up to 53.6 µM), inactives show top-dose activity change, negative = inhibition, most hits filed as inhibitors; AID 2551, 2010; Nuclear receptor ROR-gamma (Mus musculus), P51450; further: on the % scale 0 is the no-effect control and ±100 the full control effect; nearly all actives have a fitted effect of over 60% in size
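Drosophila Schneider cells stably carrying a metallothionein-driven Gal4 DBD–ROR gamma fusion and a UAS-Photinus luciferase reporter were exposed to compound for 1 hr, then induced with copper sulfate (700 uM final) for 20 hr at ambient temperature before luminescence reading.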
ELG1 genotoxic = qHTS screen for small molecules that induce genotoxicity in human embryonic kidney (HEK293T) cells expressing luciferase-tagged ELG1. AID 504466, 2011. HEK293T ELG1-luciferase reporter, luminescence, 16 h. 330,000 compounds, 1.3% hits. Potency, µM (series often up to 46 µM), inactives show at the top dose activity change, positive = activation, most hits filed as activators; further: % of control where 0% means no effect; nearly all actives have a fitted effect of over 60% in size
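16 hr compound incubation (37 °C, 5% CO2) of HEK293T cells carrying luciferase-tagged ELG1; luciferase then measured by ONE-Glo luminescence after 30 min at RT.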
NPC1 prom act = qHTS Assay for NPC1 Promoter Activators; Huh7 NPC1 promoter luciferase reporter, 24 h; AID 485313, 2010; 320,000 compounds, 2.4% hits; Potency, µM (highest dose often 9.22 µM), for the others: at the highest dose activation, hits mostly activators;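 further: % of control where 0% means no effect; nearly all actives have a fitted effect of over 60% in size; reporter is driven by a mutant NPC1 promoter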
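Stably transfected Huh7 (NPC1 promoter→luciferase), 1500 cells/well in Opti-MEM + 10% FBS, 2 h settle, then compound 24 h at 37 °C. Luminescence after 10 min with Amplite reagent.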
Rab9 promoter act = qHTS Assay for Rab9 Promoter Activators | 320,000 compounds, 2.8% hits | Huh7 Rab9 promoter-luciferase reporter, luminescence, 24 h | Potency, µM (highest dose often 9.22 µM), without a hit: at the top dose activation, negative = inhibition, actives largely listed as activators; further: % of control where 0% means no effect; nearly all actives have a fitted effect of over 60% in size
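Stable Rab9-luc Huh7, 1500 cells/well, 2 h settle; cmpd in DMSO, 24 h, 37 °C/5% CO2; luciferase reagent 10 min RT; luminescence.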
Gal4-VP16 FLuc = VP16 counterscreen qHTS for inhibitors of ROR gamma transcriptional activity. Drosophila S2 Gal4-VP16 UAS-luciferase, luminescence, 20 h. Potency, µM (top dose mostly 53.6 µM), for the others: top-dose activity, negative = inhibition, usual class: inhibitors. 310,000 compounds, 3.5% hits. AID 2546, 2010;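 further: Gal4-VP16 expression switched on by copper sulfate through the metallothionein promoter; on the % scale 0 is the no-effect control and ±100 the full control effect; nearly all actives have a fitted effect of over 50% in size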
MBNL1 CUG block = qHTS Assay for Inhibitors of MBNL1-poly(CUG) RNA binding. TR-FRET MBNL1-His/biotin-(CUG)12 binding, 665/545 ratio. Potency, µM (titrated, usually from 57.5 µM), inactives show at the highest dose activity change, negative = inhibition, most hits filed as inhibitors. 280,000 compounds, 0.036% hits. AID 2675, 2010; active means well fitted inhibition curve with a large enough effect in the signal ratio, with a control signal flat, not every such curve was filed as active; inconclusive means small, poorly fitted or top-dose-only effect, or effect the other way, or a change in a side signal; inactive means no such curve, though single readings can be large or run the other way; the % refers to the signal ratio; further: on the % scale 0 is the no-effect control and ±100 the full control effect
Target sequence (Q9NR56 whole entry, looked up): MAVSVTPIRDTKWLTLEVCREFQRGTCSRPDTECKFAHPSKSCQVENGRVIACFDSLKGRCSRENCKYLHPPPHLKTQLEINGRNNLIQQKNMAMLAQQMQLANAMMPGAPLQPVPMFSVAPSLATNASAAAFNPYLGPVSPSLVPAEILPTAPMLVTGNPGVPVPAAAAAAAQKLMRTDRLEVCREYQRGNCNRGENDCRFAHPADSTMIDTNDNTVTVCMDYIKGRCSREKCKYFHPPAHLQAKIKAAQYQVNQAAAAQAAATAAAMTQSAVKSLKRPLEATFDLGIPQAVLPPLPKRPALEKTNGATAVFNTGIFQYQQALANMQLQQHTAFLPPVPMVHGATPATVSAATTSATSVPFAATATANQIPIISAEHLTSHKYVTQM
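TR-FRET between His-tagged MBNL1 and biotin-(CUG)12 RNA, detected with Tb anti-His antibody (0.055 ng/ul) and streptavidin-XL665 (5 nM), 60 min at room temperature. Compounds titrated 92 nM to 58 uM; 665/545 nm ratio normalized to buffer and complex controls.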
FLuc counter = qHTS profiling assay for firefly luciferase inhibitor/activator using purifed enzyme and Km concentrations of substrates (counterscreen for miR-21 project) | purified FLuc, Km substrates, luminescence inhibition | 360,000 compounds, 6.9% hits | AID 588342, 2011 | Potency, µM (titrated, usually from 57.5 µM), without a hit: at the highest dose activity change, negative = inhibition, most hits filed as inhibitors | Luciferin 4-monooxygenase (Photinus pyralis), P08659;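 further: plate controls were vehicle for no effect and reference inhibitor for full effect; nearly all actives have a fitted effect of over 55% in size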
Target sequence (P08659 whole entry, looked up): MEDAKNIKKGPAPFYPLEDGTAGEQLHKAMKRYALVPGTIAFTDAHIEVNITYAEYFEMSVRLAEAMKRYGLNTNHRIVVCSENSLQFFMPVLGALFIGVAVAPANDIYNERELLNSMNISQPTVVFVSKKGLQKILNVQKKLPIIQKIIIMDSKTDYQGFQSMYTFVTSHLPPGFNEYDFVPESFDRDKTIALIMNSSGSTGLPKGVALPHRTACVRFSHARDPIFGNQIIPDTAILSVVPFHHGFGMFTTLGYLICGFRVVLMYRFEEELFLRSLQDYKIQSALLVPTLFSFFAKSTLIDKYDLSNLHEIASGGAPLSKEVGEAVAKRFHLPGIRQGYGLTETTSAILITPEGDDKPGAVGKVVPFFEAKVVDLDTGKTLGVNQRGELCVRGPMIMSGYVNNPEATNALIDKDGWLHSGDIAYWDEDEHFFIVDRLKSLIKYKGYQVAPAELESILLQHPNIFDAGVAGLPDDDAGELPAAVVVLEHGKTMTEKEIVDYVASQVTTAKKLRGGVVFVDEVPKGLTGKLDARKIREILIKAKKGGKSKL
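Purified P. pyralis luciferase (10nM final) with 10uM D-luciferin and 10uM ATP (Km levels) in 50mM Tris acetate pH 7.5, 10mM Mg acetate, 0.01% Tween-20, 0.05% BSA; qHTS 6-point titration, ~60 µM downward; luminescence read.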
p53 reactivator = qHTS assay for re-activators of p53 using a Luc reporter | 320,000 compounds, 0.063% hits | H1299 p53-A138V BP100-luciferase reporter, luminescence, 24 h | AID 504706, 2011 | Potency, µM (titrated, usually from 92.2 µM), for the others: at the top dose activity change, positive = activation, hits mostly activators; further: % of control where 0% means no effect; nearly all actives have a fitted effect of over 45% in size
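H1299 (p53-null), stable ts p53-A138V + BP100-Luc; 1000 cells/well, Opti-MEM/10% FBS; cpd 4 pt, 1:5; 24 h, 37 deg C, 5% CO2; detection reagent 10 min RT; luminescence.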
uPA surface inh = qHTS for Inhibitors of Cell Surface uPA Generation | cell surface uPA generation assay, qHTS | Potency, µM (top dose mostly 38.3 µM), inactives show at the highest dose activity change, negative = inhibition, actives largely listed as inhibitors | 330,000 compounds, 0.31% hits; active means well fitted inhibition curve with a large enough effect; inconclusive means small, poorly fitted or top-dose-only effect; inactive means no such curve, though single readings can be large or run the other way; tested in mouse RAW 264.7 cells; further: on the % scale 0 is the no-effect control and ±100 the full control effect; nearly all actives have a fitted effect of over 55% in size
* = called active by the depositor; ? = inconclusive; . = no result given; & = joins results of further samples; [ ] = remark or other dose. Unless noted, the call rests on the fitted dose curve; in most records, active means well fitted curve in the direction sought with a large enough effect; inconclusive means small, poorly fitted or top-dose-only effect, or another doubt; inactive means no such curve, though single readings can be large; an effect the other way counts as inactive or inconclusive. Potency means the concentration at half of the fitted maximal effect.

smiles,BRCA1 expr up,RORgamma inh,ELG1 genotoxic,NPC1 prom act,Rab9 promoter act,Gal4-VP16 FLuc,MBNL1 CUG block,FLuc counter,p53 reactivator,uPA surface inh
Cc1ccc(Cn2c(=N)c(C(=O)NC3CCCC3)cc3c(=O)n4ccccc4nc32)cc1,0%,-20%,0%,-4%,-2%,-5%,?,-1%,12%,0%
O=C(NN1CCOCC1)c1cc(S(=O)(=O)Nc2cccc(C(F)(F)F)c2)ccc1Cl,1%,-19%,1%,2%,1%,2%,-4%,-1%,-11%,-2%
CCOc1ccccc1C(=O)NC(C(=O)NCCc1ccccn1)C(C)C (stereo unspecified),0%,.,1%,.,.,.,.,.,-8%,7%
CC(C)=CC(=O)OCC(=O)Nc1ccc(F)cc1Cl,19%,-2%,8%,1%,-2%,-3%,4%,0%,4%,5%
COc1cc(C2C(C(=O)c3ccc(C)o3)=C(O)C(=O)N2Cc2ccccc2)ccc1O (stereo unspecified),-2%,.,-5%,-3%,-1%,.,.,5%,3%,-1%
Cc1ccc(S(=O)(=O)c2nc(S(C)(=O)=O)sc2N2CCCC2)cc1,-15%,-13%,0%,1%,3%,-1%,-6%,-1%,2%,-3%
O=C(COc1cccc(C(F)(F)F)c1)Nc1nnc(C2CC2)s1,-10%,.,-1%,.,.,.,.,.,4%,-2%
CCc1n[nH]c(=S)n1/N=C/c1cccc2ccccc12,-15%,7.1µM*,0%,-4%,2%,7.9µM*,-7%,-7%,6%,-4%
O=S(=O)(Nc1cccc(C(F)(F)F)c1)c1cnc[nH]1,7%,-15%,-2%,-1%,-3%,-8%,-6%,4%,-7%,7%
COc1ccc(NC(=O)Cn2nc(Cc3cccnc3)c3ccccc3c2=O)cc1OC,-9%,-16%,2%,1%,-4%,-13%,4%,0%,2%,-11%
CCOC(=O)c1oc2c(CN3CCCCC3C)c(O)ccc2c(=O)c1-c1ccc(OC)c(OC)c1 (stereo unspecified),4%,1%,-1%,-1%,0%,4%,?,-1%,-4%,.
CCN(CC)CCCN(C(=O)c1ccco1)c1nc(-c2ccc(C)cc2)cs1,-16%,-5%,-3%,-4%,-14%,-7%,10%,0%,-2%,-8%
O=C(Nc1ccc(S(=O)(=O)N2CCCCC2)cc1)c1ccc(=O)[nH]c1,-45%,.,4%,1%,-6%,.,.,-4%,-6%,10%
O=C(c1ccccc1)N1N=C(C(F)(F)F)CC1(O)c1ccc(F)cc1 (stereo unspecified),-8%,20µM*,-8%,1%,5%,?,-4%,-7%,.,4%
COc1cccc(C(=O)N/N=C2\SCC(=O)N2Cc2ccc3c(c2)OCO3)c1,6%,16%,-1%,6%,-1%,-5%,-12%,-2%,-2%,.
CCOc1cc(/C=C2\SC(=S)N(Nc3ccccc3)C2=O)ccc1O,?,?,?,?,5%,?,?,6.7µM*,22%,-10%
N#CC(C(=O)c1ccccc1Cl)=C1SCCCS1,1%,0%,-5%,-2%,-8%,-6%,?,?,5%,-4%
O=C(Nc1cccn(Cc2c(F)cccc2Cl)c1=O)NC1CCCCC1,-23%,?,-2%,-24%,-18%,-10%,2%,13µM*,4%,11µM*
CCOc1ccccc1CNS(=O)(=O)c1cc(-c2cc(C)no2)ccc1OC,-13%,-13%,-3%[9.26 µM],-1%,-3%,-1%,-4%,-1%,-6%,1%
NC(=O)COC(=O)c1ccc2c(c1)C(=O)N(Cc1ccco1)C2=O,-19%,2%,1%,-3%,-3%,-8%,?,0%,6%,-2%
COc1ccc(C(=O)CSc2nc3cccnc3n2C)cc1,2%,39%,0%,-1%,0%,-2%,84%[activator],-1%,-5%,0%
Cc1ccc(C(=O)Nc2ccccc2C(=O)O)cc1NC(=O)COc1c(C)cccc1C,0%,45%,-3%,-3%,-5%,-1%,-3%,13µM*,-3%,3%
CCc1ccc2[nH]c(=O)c(CN(CCN(C)C)C(=O)Nc3ccccc3)cc2c1,1%,5%,-5%,-2%,-11%,-1%,-1%,2%,-20%,-3%
CCOC(=O)C(C(=O)OCC)N(C#N)c1nc(N(C)C)nc(N(C)C)n1,-3%,-4%,0%,0%,-2%,3%,-2%,-1%,-2%,.
O=C(c1ccccc1Oc1ccccc1)N1CCN(c2ccccc2F)CC1,-43%,2%,-5%,-3%,-3%,4%,1%,6%,-1%,-8%
COc1cc(/C=C/C(=O)N2CCC=CC2=O)cc(OC)c1OC,-51%,3.5µM*,?,-34%[inhibitor],-42%[inhibitor],7.9µM*,.,-2%,-18%,?
O=C(CC1Nc2cccc3cccc(c23)NC1=O)Nc1ccc(F)cc1 (stereo unspecified),-33%,38%,-8%,-9%,-2%,13%,13%,-2%&-1%,-5%,7%
O=C(CCC(=O)N1CCN(c2ccc(F)cc2)CC1)c1ccc(Cl)cc1,5%,27%,-9%,3%,-2%,3%,-5%,1%,-5%,1%
COc1ccc2[nH]c(C)c(C(=O)CN3CCc4cc(OC)c(OC)cc4C3)c2c1,12%,-12%,1%,2%,1%,1%,5%,-1%,-3%,0%
Cc1oc2ccc(OCc3ccc(F)cc3Cl)cc2c1C(=O)O,28%,15%,-3%,0%,-8%,-4%,-6%,?,-1%,-11%
COc1ccc(NCc2nnc(SCC(=O)NCc3ccccc3)n2-c2ccccc2OC)cc1,3%,43%,-1%,-1%,0%,6%,-10%,3%,-9%,-4%
NC(=S)NNC(=O)c1ccccc1,6%,2.8µM*,4%,0%,1%,22µM*,-2%,1%,6%,.
CCOC(=O)C(=CNc1cc(C(F)(F)F)ccc1N1CCOCC1)C(=O)OCC,2%,21%,-6%,-2%,-1%,5%,-2%,-2%,-6%,12%
Cc1cc(C)c2cc(CN(CCO)C(=O)NC3CCCCC3)c(=O)[nH]c2c1,-18%,6%,3%,-1%,-3%,-10%,13%,-1%,-5%,-4%
O=C(CCc1ccccc1)Nc1ccc2c(c1)OCCO2,11µM*,-15%,?,3.2µM*,1.8µM*,-23%,-1%,6µM*,?,4%
Cc1cc(C)cc(C(=O)N/N=C/c2ccoc2)c1,-31%,1%,-11%,0%,-10%,8%,-7%,4%,2%,9%
COC(=O)c1cc2ccsc2n1CC(=O)Nc1cc(C)cc(C)c1,-2%,-37%,4%,-5%,-7%,-4%,9%,-3%,-9%,-10%
CCOC(=O)c1[nH]ncc1CN1CCN(Cc2ccccc2)C(CCO)C1 (stereo unspecified),2%,7%,0%,-1%,-1%,3%,3%,-1%,2%,10%
COc1ccc(C(C#N)c2ccc(=O)[nH]n2)cc1 (stereo unspecified),-9%,-5%,2%,-3%,-3%,2%,-1%,1%,-3%,4%
COc1ccccc1CCNC(=O)c1cc(-c2ccccn2)nc2ccccc12,-54%,.,-5%,-4%,1%,.,.,1%,1%,0%
COC(=O)N/N=C(\C)c1ccc(OC(F)F)cc1,53%,6%,14%,13%,29%,-15%,4%,?,10%,.
COc1cc(OC)cc(C(=O)NCC(=O)OCC(=O)Nc2ncc(Cl)cc2Cl)c1,-14%,5%,-1%,-7%,-8%,-5%,-4%,-11%,3%,-11%
CCOC(=O)N1CCN(C(=O)C2CCN(S(=O)(=O)c3ccc(NC(C)=O)cc3)CC2)CC1,-6%,17%,5%,1%,2%,6%,-1%,2%,?,-16%
O=C(CCCCn1c(=O)c2ccccc2n(CC(=O)NC2CCCC2)c1=O)NC1CCCC1,-6%,-2%,-2%,3%,8%,-6%,3%,-1%,-6%,4%
CC(=O)Nc1cccc(OCc2ccc(S(=O)(=O)Cc3ccccc3)cc2)c1,22%,18%,0%,16%,21%,-12%,?,-17%,6%,2%
Cn1c(C(=O)NCCCN2CCN(c3ccccc3F)CC2)cc2c(=O)[nH]c3ccccc3c21,-26%,15%,-1%,-6%,-1%,-21%,-7%,4%,8%,1%
CCc1c(C)sc(NC(=O)OC)c1C(=O)N1CCOCC1,2%,-13%,-1%,-3%,-1%,3%,10%,0%,-11%,.

Screens as filed in PubChem BioAssay.
